ADAM10 inh: ADAM10 inhibition, QFRET primary screen; O14672; 370,000 tested, 0.62% active; recombinant ADAM10, EDANS/DABCYL FRET peptide cleavage, 3 h; inhibition, % at 7 µM;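 active = inhibition above a per-campaign cutoff equal to the mean of compounds falling between control-based bounds plus 3 SD, cut at about 20% in these data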;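 note: 0% = DMSO wells while the 100% control is not disclosed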
ASAP1 GAP inh: ASAP1 ArfGAP inhibition; inhibition, % at 16.5 µM; ASAP1-stimulated ARF1 GTP hydrolysis, GDP FP detection; AID 624377; Q9ULH1; 360,000 tested, 0.19% active; in the data active = inhibition above about 25%;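 note: 0% = vehicle with enzyme and substrate and 100% = no enzyme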
ARFGAP1 inhibitor: inhibits rat ARF GTPase activating protein 1. Q62848. inhibition, % at 16.5 µM. Arfgap1-stimulated ARF1 GTP hydrolysis, GDP FP detection. AID 651572. 360,000 tested, 0.26% active;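 active = inhibition above a per-plate limit, mean inhibition of low control wells plus 3 SD, cut at about 25% in these data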;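 note: 0% = DMSO wells with enzyme and 100% = wells lacking Arfgap1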
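system = rat Arfgap1 catalytic domain, aa 1-136 | technique = FP, GDP Alexa 633 tracer displaced from anti-GDP antibody, 620/688 nm | compound = one concentration, 16.5 µM, DMSO 1.26% | medium = HEPES-based buffer, pH 7.5 | timing = compound-enzyme preincubation 20 min, reaction 120 min, detection 60 min, 25 °C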
ADAM17 inh: ADAM17 inhibition, QFRET primary screen; P78536; recombinant ADAM17, EDANS/DABCYL FRET peptide cleavage; inhibition, % at 6.95 µM; 370,000 tested, 0.83% active; AID 720648;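 active = inhibition above the mean of compounds lying between control limits plus 3 SD, set per campaign, cut at about 8.5% in these data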;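 note: 0% = DMSO-only wells as the low control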
Target sequence (P78536 215-824 limits assumed): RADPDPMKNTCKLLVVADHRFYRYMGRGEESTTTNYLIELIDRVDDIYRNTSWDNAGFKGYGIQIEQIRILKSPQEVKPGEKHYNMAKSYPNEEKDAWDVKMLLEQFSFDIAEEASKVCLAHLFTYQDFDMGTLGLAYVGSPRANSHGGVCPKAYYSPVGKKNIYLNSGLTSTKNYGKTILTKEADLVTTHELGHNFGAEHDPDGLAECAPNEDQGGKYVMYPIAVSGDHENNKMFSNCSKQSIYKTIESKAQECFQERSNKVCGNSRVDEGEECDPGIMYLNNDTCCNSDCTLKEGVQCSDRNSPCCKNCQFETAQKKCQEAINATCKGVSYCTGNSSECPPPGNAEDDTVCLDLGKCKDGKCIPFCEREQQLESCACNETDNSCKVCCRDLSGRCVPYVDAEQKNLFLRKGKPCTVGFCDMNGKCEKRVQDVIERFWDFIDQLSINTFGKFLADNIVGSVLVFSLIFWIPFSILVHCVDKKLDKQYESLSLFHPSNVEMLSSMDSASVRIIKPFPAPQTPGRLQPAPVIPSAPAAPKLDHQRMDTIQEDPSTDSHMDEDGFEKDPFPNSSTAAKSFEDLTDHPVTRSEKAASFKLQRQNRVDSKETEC
DDE Tn6 FP inh: DD(E)-Tn6 binding inhibition, primary FP screen; inhibition, % at 8.3 µM; Fibrin DD(E) TRITC-Tn6 fluorescence polarization displacement; AID 720509; P02675; 370,000 tested, 0.21% active;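 active = inhibition above a per-campaign cutoff: mean of compounds within control limits plus 3 SD, cut at about 15% in these data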;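 note: 0% = median of all compound wells on the plate and 100% = blocking peptide control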
Tn7 DDE FP: disrupts Tn7 cyclic peptide binding to fibrin D-Dimer-E complex. P02675. FP displacement of FITC-Tn7 peptide from fibrin DD(E); 0% = median of compound wells per plate. inhibition, % at 8.3 µM. 370,000 tested, 0.13% active. AID 720508;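 active = inhibition above the mean of compounds falling within the control limits plus 3 SD of them, cut at about 14% in these data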;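 note: 0% = plate median of compound wells and 100% = 10 µM Aha-Tn7 peptide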
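assay system = human clot-derived fibrin DD(E) complex | quantity = Fibrin-DD(E) at 2 µM final | timing = 10 min preincubation, 3 h with tracer, room temperature | signal = fluorescence polarization | measure = percent inhibition | benchmarks = high control wells with 10 µM unlabelled Aha-Tn7 peptide (full inhibition) | replicates = singlicate testing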
PLCg1 inh: PLC-gamma1 (human) inhibition, primary screen | inhibition, % at 12.2 µM | P19174 | purified PLC-gamma1, fluorogenic substrate, fluorescence | AID 720700 | 370,000 tested, 0.84% active; in the data active = inhibition above about 9.5%
KLK7 zymogen act: activates the human kallikrein-7 zymogen. P49862. purified proKLK7, EDANS-DABCYL substrate fluorescence; 100% is mature enzyme control, 0% vehicle. 370,000 tested, 0.9% active. activation, % at 7 µM. AID 652039;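 active = activation above the mean of all tested compounds plus 3 SD, computed per campaign excluding outliers beyond control limits, cut at about 13% in these data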
LEDGF integ inh: blocks HIV-1 LEDGF/p75-dependent DNA integration; TR-FRET IN-LEDGF/p75 DNA integration, Eu/Cy5; inhibition, % at 3.7 µM; 370,000 tested, 0.64% active; AID 743269;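 active = inhibition above the screen-wide mean plus 3 SD, cut at about 13% in these data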;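 note: signal is the Cy5 over europium emission ratio at 671 and 618 nm; 0% = plate median of compound wells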
TDP2 inh: blocks human TDP2 phosphodiesterase activity | O95551 | AID 720702 | inhibition, % at 12.8 µM | 370,000 tested, 0.34% active | recombinant TDP2, T5PNP hydrolysis, p-nitrophenol absorbance 415 nm;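 active = inhibition above the mean of all tested compounds plus 3 SD, set per campaign, cut at about 25% in these data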;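 note: 0% = DMSO with enzyme and 100% = buffer with substrate but no TDP2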
Target sequence (O95551 whole entry, looked up): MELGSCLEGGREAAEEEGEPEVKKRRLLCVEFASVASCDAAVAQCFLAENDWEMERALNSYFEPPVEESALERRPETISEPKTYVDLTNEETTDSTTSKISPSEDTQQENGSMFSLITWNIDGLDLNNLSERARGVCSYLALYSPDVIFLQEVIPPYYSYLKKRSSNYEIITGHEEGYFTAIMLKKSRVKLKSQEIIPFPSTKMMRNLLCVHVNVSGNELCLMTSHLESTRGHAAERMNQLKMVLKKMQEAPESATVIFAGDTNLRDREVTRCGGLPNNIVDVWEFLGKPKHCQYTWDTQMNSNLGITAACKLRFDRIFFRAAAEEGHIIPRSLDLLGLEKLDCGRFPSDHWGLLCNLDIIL
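Test system: human TDP2 enzyme; Input: 120 nM TDP2 per well; Buffer or medium: Mg2+-containing Tris-HCl buffer, pH 7.5; Reagent: 5 mM T5PNP; Dosing: 12.8 µM single point, 1% DMSO; Incubation: reaction 2 h, 37 °C; Detection: p-Nitrophenol epi absorbance; Read-out: % inhibition relative to enzyme-containing and enzyme-free wells; Replicates: single well per compound.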
* hit, by the source's call.

For COc1ccc(-n2c(SCc3ccccn3)nc3c(c2=O)SCC3)cc1OC the results were ADAM10 inh 10, ASAP1 GAP inh -18, ARFGAP1 inhibitor 8, ADAM17 inh 1, DDE Tn6 FP inh 7, Tn7 DDE FP 1, PLCg1 inh 5, KLK7 zymogen act 0.1, LEDGF integ inh 2 and TDP2 inh -13.
`CN(Cc1ccccc1F)C(=O)C1CCCN(C(=O)c2ccc(Cl)cc2)C1` (centres undefined) gave ADAM10 inh 0, ASAP1 GAP inh 7, ARFGAP1 inhibitor -14, ADAM17 inh 2, DDE Tn6 FP inh 3, Tn7 DDE FP 3, PLCg1 inh -3, KLK7 zymogen act 0.7, LEDGF integ inh 3 and TDP2 inh -2.
`COC(=O)c1ccc(NC(=O)c2cccc(N3C(=O)CCC3=O)c2)cc1` gave ADAM10 inh 2, ASAP1 GAP inh 12, ARFGAP1 inhibitor -1, ADAM17 inh -4, DDE Tn6 FP inh -4, Tn7 DDE FP -5, PLCg1 inh -1, KLK7 zymogen act 0.0, LEDGF integ inh 2 and TDP2 inh 3.
COc1ccc(C2=C(CN(C)C)C(c3ccccc3)c3ccccc3O2)cc1 (centres undefined) was read as ADAM10 inh 10, ASAP1 GAP inh -9, ARFGAP1 inhibitor 6, ADAM17 inh 4, DDE Tn6 FP inh 8, Tn7 DDE FP -2, PLCg1 inh 3, KLK7 zymogen act -0.7, LEDGF integ inh -3 and TDP2 inh -16.
`Cc1ccc(N2C(=O)NC(NC(=O)c3ccc(Cl)cc3)(C(F)(F)F)C2=O)cc1` (centres undefined) gave ADAM10 inh 3, ASAP1 GAP inh 6, ARFGAP1 inhibitor 4, ADAM17 inh 1, DDE Tn6 FP inh 4, Tn7 DDE FP 2, PLCg1 inh -2, KLK7 zymogen act -0.2, LEDGF integ inh -6 and TDP2 inh -5.
CCCS(=O)(=O)N1CCC(C(=O)NCc2ccccc2Cl)CC1 was read as ADAM10 inh -2, ASAP1 GAP inh -9, ARFGAP1 inhibitor -13, ADAM17 inh -2, DDE Tn6 FP inh -3, Tn7 DDE FP 4, PLCg1 inh 0, KLK7 zymogen act 0.3, LEDGF integ inh -1 and TDP2 inh 0.
Screening Nc1nnc(SCC(=O)NCCOc2ccccc2)s1 returned ADAM10 inh 2, ASAP1 GAP inh 1, ARFGAP1 inhibitor 3, ADAM17 inh 0, DDE Tn6 FP inh -9, Tn7 DDE FP 0, PLCg1 inh -2, KLK7 zymogen act 0.3, LEDGF integ inh 2 and TDP2 inh -2.
Screening COc1ccc(OC)c(C(=O)NC(CC(N)=O)c2ccc(N3CCC(Cc4ccccc4)CC3)c([N+](=O)[O-])c2)c1 (centres undefined) returned ADAM10 inh -6, ASAP1 GAP inh 0, ARFGAP1 inhibitor -5, ADAM17 inh -5, DDE Tn6 FP inh 3, Tn7 DDE FP 1, PLCg1 inh 0, KLK7 zymogen act 0.4, LEDGF integ inh -2 and TDP2 inh 8.
Screening CCCn1c(N)c(C(=O)CSc2ncnc3sccc23)c(=O)n(C)c1=O returned ADAM10 inh -6, ASAP1 GAP inh 3, ARFGAP1 inhibitor 0, ADAM17 inh 0, DDE Tn6 FP inh 0, Tn7 DDE FP -6, PLCg1 inh -3, KLK7 zymogen act 0.3, LEDGF integ inh 4 and TDP2 inh -9.
O=[N+]([O-])c1cc(S(=O)(=O)N2CCCC2)ccc1N/N=C/c1cccs1 was read as ADAM10 inh -27, ASAP1 GAP inh -1, ARFGAP1 inhibitor -5, ADAM17 inh -4, DDE Tn6 FP inh 0, Tn7 DDE FP -3, PLCg1 inh 2, KLK7 zymogen act -0.3, LEDGF integ inh 0 and TDP2 inh -2.
COc1cc2c(cc1OC)C(c1cccs1)CC(=O)N2 (centres undefined) was read as ADAM10 inh -6, ASAP1 GAP inh -2, ARFGAP1 inhibitor -3, ADAM17 inh -7, DDE Tn6 FP inh 5, Tn7 DDE FP 3, PLCg1 inh 4, KLK7 zymogen act 0.2, LEDGF integ inh -2 and TDP2 inh 11.
C=CCN1CN(S(=O)(=O)c2cccs2)c2nc3ccccc3nc21 was read as ADAM10 inh -94, ASAP1 GAP inh -1, ARFGAP1 inhibitor 12, ADAM17 inh -41, DDE Tn6 FP inh 6, Tn7 DDE FP 3, PLCg1 inh -14, KLK7 zymogen act 0.5, LEDGF integ inh -6 and TDP2 inh 9.
COCCNC(=O)/C(C#N)=C/c1c(F)cccc1Cl was read as ADAM10 inh -1, ASAP1 GAP inh -11, ARFGAP1 inhibitor -4, ADAM17 inh -1, DDE Tn6 FP inh 3, Tn7 DDE FP 4, PLCg1 inh 2, KLK7 zymogen act 0.3, LEDGF integ inh 1 and TDP2 inh 1.
O=c1[nH]c(COc2ccccc2)nc2ccccc12 was read as ADAM10 inh -3, ASAP1 GAP inh 6, ARFGAP1 inhibitor 4, ADAM17 inh 3, DDE Tn6 FP inh 0, Tn7 DDE FP -2, PLCg1 inh -1, KLK7 zymogen act 0.7, LEDGF integ inh 0 and TDP2 inh 8.
`CCCCn1c(C)cc(C)c(S(=O)(=O)c2ccccc2C)c1=O` gave ADAM10 inh 6, ASAP1 GAP inh -1, ARFGAP1 inhibitor 10, ADAM17 inh -3, DDE Tn6 FP inh -13, Tn7 DDE FP -4, PLCg1 inh -3, KLK7 zymogen act 0.8, LEDGF integ inh 0 and TDP2 inh 8.
For S=C(NCc1ccncc1)Nc1cc(Cl)cc(Cl)c1 the results were ADAM10 inh 7, ASAP1 GAP inh 10, ARFGAP1 inhibitor 25*, ADAM17 inh 2, DDE Tn6 FP inh 4, Tn7 DDE FP 0, PLCg1 inh 0, KLK7 zymogen act 0.3, LEDGF integ inh 1 and TDP2 inh -5.
Cc1onc(-c2ccccc2)c1C(=O)c1c[nH]c(C(=O)NCc2ccccn2)c1 was read as ADAM10 inh -3, ASAP1 GAP inh -1, ARFGAP1 inhibitor 2, ADAM17 inh -4, DDE Tn6 FP inh 2, Tn7 DDE FP -1, PLCg1 inh 0, KLK7 zymogen act -0.2, LEDGF integ inh -5 and TDP2 inh 5.
`N#CC1C(=N)Cc2ccccc2-c2ccccc21` (centres undefined) gave ADAM10 inh 5, ASAP1 GAP inh 4, ARFGAP1 inhibitor 5, ADAM17 inh 4, DDE Tn6 FP inh -8, Tn7 DDE FP -2, PLCg1 inh -3, KLK7 zymogen act 0.6, LEDGF integ inh 2 and TDP2 inh 0.
Screening COc1ccccc1NS(=O)(=O)c1cc(C(=O)N2CCCC2)ccc1C returned ADAM10 inh -13, ASAP1 GAP inh -15, ARFGAP1 inhibitor 8, ADAM17 inh -3, DDE Tn6 FP inh -1, Tn7 DDE FP 1, PLCg1 inh -1, KLK7 zymogen act -0.5, LEDGF integ inh -4 and TDP2 inh 3.
Screening CCOc1c(Cl)cc(CNCC(C)C)cc1Cl returned ADAM10 inh 2, ASAP1 GAP inh 3, ARFGAP1 inhibitor 4, ADAM17 inh 0, DDE Tn6 FP inh -2, Tn7 DDE FP -3, PLCg1 inh 2, KLK7 zymogen act -0.8, LEDGF integ inh 0 and TDP2 inh -4.
Screening CC(C)C(NC(=O)Nc1ccccc1)C(=O)Nc1cccc(S(=O)(=O)N(C)C)c1 (centres undefined) returned ADAM10 inh -5, ASAP1 GAP inh 0, ARFGAP1 inhibitor 4, ADAM17 inh 1, DDE Tn6 FP inh 3, Tn7 DDE FP 1, PLCg1 inh -1, KLK7 zymogen act 0.5, LEDGF integ inh -1 and TDP2 inh -6.
For Cc1cnc(C2OCCO2)c2cccc([N+](=O)[O-])c12 the results were ADAM10 inh -30, ASAP1 GAP inh -18, ARFGAP1 inhibitor 9, ADAM17 inh -7, DDE Tn6 FP inh 4, Tn7 DDE FP -1, PLCg1 inh -12, KLK7 zymogen act 0.9, LEDGF integ inh 2 and TDP2 inh 8.
OC1CCN(c2c3c(nc4cc(-c5ccc(F)cc5)nn24)CCC3)CC1 was read as ADAM10 inh -41, ASAP1 GAP inh -11, ARFGAP1 inhibitor -3, ADAM17 inh -2, DDE Tn6 FP inh -2, Tn7 DDE FP 4, PLCg1 inh -71, KLK7 zymogen act 0.3, LEDGF integ inh -2 and TDP2 inh -1.
For O=C1O/C(=C/c2ccccc2)c2ccccc21 the results were ADAM10 inh -127, ASAP1 GAP inh -5, ARFGAP1 inhibitor 6, ADAM17 inh -37, DDE Tn6 FP inh 6, Tn7 DDE FP 2, PLCg1 inh -31, KLK7 zymogen act -11, LEDGF integ inh -5 and TDP2 inh -9.
COc1ccc(NC(=O)CN2C(=O)COc3ccc(S(=O)(=O)N4CCOCC4)cc32)c(OC)c1 was read as ADAM10 inh -3, ASAP1 GAP inh 1, ARFGAP1 inhibitor -10, ADAM17 inh -1, DDE Tn6 FP inh 5, Tn7 DDE FP 8, PLCg1 inh -3, KLK7 zymogen act -0.2, LEDGF integ inh 0 and TDP2 inh -5.
`C=CCn1cccc(C(=O)Nc2cc(OC)ccc2OC)c1=O` gave ADAM10 inh 0, ASAP1 GAP inh -4, ARFGAP1 inhibitor 8, ADAM17 inh -2, DDE Tn6 FP inh -4, Tn7 DDE FP 0, PLCg1 inh -8, KLK7 zymogen act -0.4, LEDGF integ inh 1 and TDP2 inh 3.
Screening CN(CC(=O)Nc1cccc(F)c1)C(=O)c1cccnc1Sc1ccc(Cl)cc1 returned ADAM10 inh -2, ASAP1 GAP inh 1, ARFGAP1 inhibitor 7, ADAM17 inh -1, DDE Tn6 FP inh 2, Tn7 DDE FP 9, PLCg1 inh 1, KLK7 zymogen act 0.4, LEDGF integ inh 1 and TDP2 inh 0.
Screening OC[C@@H]1CN(Cc2ccc(-c3ccccc3)cc2)C[C@H](n2cnc3c(NCc4ccc(F)cc4)ncnc32)O1 returned ADAM10 inh 23*, ASAP1 GAP inh 10, ARFGAP1 inhibitor 4, ADAM17 inh 8.9*, DDE Tn6 FP inh 7, Tn7 DDE FP 11, PLCg1 inh 1, KLK7 zymogen act 0.5, LEDGF integ inh -2 and TDP2 inh -7.
Screening CN(CC(=O)Nc1cccc(F)c1)C(=O)c1ccc(OCc2cn3ccccc3n2)cc1 returned ADAM10 inh -9, ASAP1 GAP inh -6, ARFGAP1 inhibitor 0, ADAM17 inh -4, DDE Tn6 FP inh 10, Tn7 DDE FP 1, PLCg1 inh -3, KLK7 zymogen act 0.5, LEDGF integ inh -1 and TDP2 inh -1.

Source: PubChem (The Scripps Research Institute Molecular Screening Center)
